N370S GC: inhibits or activates N370S mutant glucocerebrosidase | P04062 | N370S GC spleen homogenate, 4MU-glucoside fluorescence | Potency, µM (highest dose often 59.4 µM), without a hit: at the highest dose activity change, negative = inhibition, most hits filed as inhibitors | 330,000 tested, 0.092% active | AID 2101;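 note: 0% = full enzyme activity and -100% = no enzyme basal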
FEN1 inhibitor: inhibitors of human flap endonuclease 1; Potency, µM (top dose mostly 114 µM), without a hit: top-dose activity change, negative = inhibition, actives largely listed as inhibitors; Recombinant FEN1 flap cleavage, fluorescence, 15 min; 390,000 tested, 0.35% active; AID 588795; P39748; note: nearly all actives have a fitted effect of over 65% in size
Target sequence (P39748 whole entry, looked up): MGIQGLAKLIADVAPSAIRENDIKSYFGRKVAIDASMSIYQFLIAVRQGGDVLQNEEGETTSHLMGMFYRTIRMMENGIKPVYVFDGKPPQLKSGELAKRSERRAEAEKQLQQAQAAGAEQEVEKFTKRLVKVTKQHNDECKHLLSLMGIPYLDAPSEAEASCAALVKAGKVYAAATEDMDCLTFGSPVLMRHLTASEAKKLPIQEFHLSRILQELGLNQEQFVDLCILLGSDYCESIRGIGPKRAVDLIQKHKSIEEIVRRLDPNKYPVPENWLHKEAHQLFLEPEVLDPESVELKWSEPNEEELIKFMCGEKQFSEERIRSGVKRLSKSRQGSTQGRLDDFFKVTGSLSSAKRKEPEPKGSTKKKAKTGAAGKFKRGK
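Compounds are tested as a concentration series against 10 nM FEN1; after a 15 min room-temperature preincubation, 50 nM substrate starts cleavage, with plate reads at 0 and 15 min. Normalized responses are fitted by a Hill equation.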
TDP1 block: TDP1 (human) enzyme inhibition; 350,000 tested, 0.28% active; recombinant TDP1, AlphaScreen DNA substrate cleavage; Q9NUW8; Potency, µM (highest dose often 130 µM), inactives show top-dose activity change, negative = inhibition, actives largely listed as inhibitors; note: nearly all actives have a fitted effect of over 40% in size
Target sequence (Q9NUW8 whole entry, looked up): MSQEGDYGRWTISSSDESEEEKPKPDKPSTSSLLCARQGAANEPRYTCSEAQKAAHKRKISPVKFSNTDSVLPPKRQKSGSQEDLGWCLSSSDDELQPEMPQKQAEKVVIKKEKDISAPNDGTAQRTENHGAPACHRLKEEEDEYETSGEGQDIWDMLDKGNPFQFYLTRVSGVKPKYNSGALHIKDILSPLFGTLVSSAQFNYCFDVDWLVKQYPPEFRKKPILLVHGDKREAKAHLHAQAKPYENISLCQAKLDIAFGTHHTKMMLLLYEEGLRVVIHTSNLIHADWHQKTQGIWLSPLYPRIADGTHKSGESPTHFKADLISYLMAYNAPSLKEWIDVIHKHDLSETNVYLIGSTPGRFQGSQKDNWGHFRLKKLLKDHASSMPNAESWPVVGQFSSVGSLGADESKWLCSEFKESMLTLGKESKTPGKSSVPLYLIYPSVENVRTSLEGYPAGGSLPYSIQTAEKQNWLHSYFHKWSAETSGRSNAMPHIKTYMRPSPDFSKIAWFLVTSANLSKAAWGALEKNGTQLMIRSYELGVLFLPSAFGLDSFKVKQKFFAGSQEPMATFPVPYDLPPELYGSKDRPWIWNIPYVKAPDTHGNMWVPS
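E. coli-derived human Tdp1, 1 nM final. Cpd preinc 15 min RT; substrate 15 nM final, 5 min RT; AS bead mix 10 ug/ml final, 10 min RT. Signal loss = tyrosine-FITC cleavage. No-enzyme wells = max signal.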
Active calls of the source: *; ? = inconclusive; / = no result given; & = joins results of further samples; [ ] = remark or other dose. Calls come from the whole dose curve; as a rule, active = well fitted curve in the direction sought with a large enough effect; inconclusive = small, poorly fitted or top-dose-only effect, or another doubt; inactive = no such curve, though single readings can be large; an effect the other way counts as inactive or inconclusive. Unless noted, % is set by controls: 0 for no effect and ±100 for the full control effect; potency is the fitted concentration of half-maximal effect.

SMILES | N370S GC | FEN1 inhibitor | TDP1 block
CC(Nc1nc(-c2ccccc2O)nc2ccccc12)c1ccccc1 (configuration not stated) | 14% | -9% | -6%
Cc1cc(C)c(-c2cc([C@H](C)O/N=C3/[C@H]4OC4[C@@H](O)[C@H]4[C@H]3CCn3c(=O)n(-c5ccccc5)c(=O)n34)on2)c(C)c1 (some centres not stated) | 4%[12.8 µM] | / | -1%[21 µM]
CCOc1ccc(CCNC(=O)COC(=O)c2cccc(S(=O)(=O)N3CCCC3)c2)cc1OCC | -11% | 1% | /
COc1ccccc1C(=O)OCn1nnc2ccccc2c1=O | -5% | 11% | /
O=C(Nc1ccc(Br)cc1)c1cccc2c1C(=O)N(C1CCCCC1)C2 | 6% | -3% | 2%
COc1ccc(-n2c(=O)c3c4c(sc3n(Cc3c(F)cccc3Cl)c2=O)CN(C(C)=O)CC4)cc1OC | / | 8% | -3%
COc1cc(/C=C2/SC(=S)N(Cc3ccccc3)C2=O)cc(OC)c1O | -7% | -22% | /
CCOC(=O)C1CCCN(C(=O)c2cc(S(=O)(=O)N(C)C)ccc2N2CCCC2)C1 (configuration not stated) | -16% | -9% | -7%[0.505 µM]
CC1(C)CC(=O)/C(=C(\O)CCCN2C(=O)c3ccccc3C2=O)C(=NCC(=O)O)C1 | 12% | -8% | 0%
O=C(/C=C\c1cccs1)N1CCN(Cc2ccc3c(c2)OCO3)CC1 | -4% | 8% | 1%
CCc1ccccc1NC(=S)NC1CC2CCC(C1)N2Cc1ccc(F)cc1 (configuration not stated) | 3% | -14% | 5%
COc1ccc(C(C)NC(=O)c2ccc(Cl)cc2)cc1OC (configuration not stated) | -2% | 9% | 1%
Cc1ccc(C(C(=O)NCc2ccco2)N(C(=O)Cn2nnc3ccccc32)c2ccccc2)o1 (configuration not stated) | 2% | -6% | 10%
CCOC(=O)C1CCCN(C(=O)Cc2c(F)cccc2Cl)C1 (configuration not stated) | 0% | -15% | 9%
COc1cc(COc2cc(N)c(Cl)cc2C(=O)CCC2CCN(CCNS(C)(=O)=O)CC2)cc(OC)c1 | -19%&-24% | / | 11%&8%
CCN1CCN(S(=O)(=O)c2cc(OC)ccc2OC)CC1 | 5% | -5% | 6%
CN(C)C(=O)c1ccccc1NC(=O)Cc1cccc2ccccc12 | -15% | 7% | /
Cc1cc(NC(=O)CN2C(=O)NC(C)(c3ccccc3)C2=O)no1 (configuration not stated) | 23% | -8% | 0%
Nc1c(Cl)ncnc1NCC(O)CO (configuration not stated) | 4% | -5% | 1%
CCOc1ncccc1C(=O)OCC(=O)Nc1cccc(S(=O)(=O)N2CCCCCC2)c1 | / | -13% | -3%[56.1 µM]
COC(=O)c1cc(CSc2ncnc3sccc23)oc1C | 1% | 12% | /
CCOc1ccc(N/C(N)=N/c2nc(CSc3nnnn3-c3ccccc3)cc(=O)[nH]2)cc1 | 5% | -9% | 1%
COc1cccc(CNC(=O)CN(C)S(=O)(=O)c2cccc3cccnc23)c1 | 0% | 7% | 4%
COc1cc(C(C(=O)Nc2c(C)cccc2C)N(C)C(=O)c2ccc(-n3cnnn3)cc2)ccc1O (configuration not stated) | 0% | 5% | /
Cc1ccccc1CNC(=O)c1nn(-c2ccccc2F)nc1CO | / | -1% | 2%
COc1ccc(NC(=O)c2c(C)nn(-c3ccccc3)c2Cl)cc1 | 0% | 7% | /
CCN(C(=O)CN1CCN(c2cccc(Cl)c2)CC1)c1c(N)n(Cc2ccccc2)c(=O)[nH]c1=O | -5% | -4% | 1%
Cn1c(Cl)nc2c1c(=O)n(Cc1cccc(Br)c1)c(=O)n2C | -2% | -20% | 4%
COc1ccc(-n2c(C)nc3c(cnn3-c3ccc(Cl)cc3)c2=O)cc1 | 2% | 6% | 4%
CC1Cc2ccccc2N1C(=O)CCS(=O)(=O)c1ccc2c(c1)NC(=O)CS2 (configuration not stated) | -8% | 10% | 5%
CSCC[C@H](NC(=O)[C@H](CCC(N)=O)NC(=O)[C@H](CCCCN)NC(=O)[C@H](CCCNC(=N)N)NC(=O)[C@H](Cc1ccc(O)cc1)NC(=O)[C@H](CCCNC(=N)N)NC(=O)[C@H](CO)NC(=O)[C@H](Cc1ccc(O)cc1)NC(=O)[C@H](CO)NC(=O)[C@H](CC(=O)O)NC(=O)[C@@H](NC(=O)[C@@H](N)Cc1ccccc1)[C@@H](C)O)C(=O)N[C@@H](C)C(=O)N[C@H](C(=O)N[C@@H](CCCCN)C(=O)N[C@@H](CCCCN)C(=O)N[C@@H](Cc1ccc(O)cc1)C(=O)N[C@@H](CC(C)C)C(=O)N[C@@H](C)C(=O)N[C@@H](C)C(=O)N[C@H](C(=O)N[C@@H](CC(C)C)C(=O)NCC(=O)N[C@@H](CCCCN)C(=O)N[C@@H](CCCNC(=N)N)C(=O)N[C@@H](Cc1ccc(O)cc1)C(=O)N[C@@H](CCCCN)C(=O)N[C@@H](CCC(N)=O)C(=O)N[C@@H](CCCNC(=N)N)C(=O)N[C@H](C(=O)N[C@@H](CCCCN)C(=O)N[C@@H](CC(N)=O)C(=O)N[C@@H](CCCCN)C(N)=O)C(C)C)C(C)C)C(C)C | 0% | / | 13%
CC(=O)c1c(C)[nH]c(C(=O)CSc2nc3ccccc3n2C)c1C | -5% | -5% | -1%
O=C(CCS(=O)(=O)c1ccc(Br)cc1)NCc1ccc(F)cc1 | 0% | -1% | 50µM*
Cc1ccc(OCCn2c(C3CC(=O)N(Cc4ccc(F)cc4)C3)nc3ccccc32)c(C)c1 (configuration not stated) | / | 0% | 6%
CCOC(=O)CCC(=O)Nc1ccc(S(=O)(=O)Nc2cc(OC)nc(OC)n2)cc1 | -1% | 2% | /
CN(C)CCN(C(=O)c1ccc2ccccc2c1)c1nc2c(F)cccc2s1 | -2% | 15% | 14%
Cc1ccc(C(C(=O)NC(C)(C)C)N(CC2CCCO2)C(=O)Cn2nnc(-c3ccc(C)o3)n2)cc1 (configuration not stated) | -19% | -7% | 4%
COC(=O)C(CSCc1ccccc1)NC(=O)CSc1nc(C)cc(=O)[nH]1 (configuration not stated) | 2% | 7% | 0%
Cc1ccc(CSc2ccc(C(=O)N3CCOCC3)cc2[N+](=O)[O-])cc1 | -5% | 10% | 4%
Cc1cc(OCC(=O)NCCCN(C)C)cc(C)c1Br | ? | -2% | -6%
CC(Oc1ccccc1)C(=O)Nc1ccc(C(=O)OCc2cc(=O)n3nc(C4CC4)sc3n2)cc1 (configuration not stated) | / | -11% | 4%
CCCn1c(C)nc2c(NCCCN3CCCCC3C)nc(C)nc21 (configuration not stated) | -6% | / | 0%
CCOc1ccc(NC(=O)CSc2ccc3nnc(-c4cccnc4)n3n2)cc1 | 1% | -7% | 7%
CCSc1nc2cc(S(=O)(=O)N3CCOCC3)ccc2o1 | / | ? | 1%
Cc1cccc2c3nc4ccccc4nc3n(C)c12 | -3% | -10% | /
CC1CCCN(C(=O)CN2C(=O)c3ccccc3S2(=O)=O)C1 (configuration not stated) | / | 3% | 0%[56.1 µM]
Cc1cc2nc(/C(C#N)=C\c3ccc(-c4ccccc4C(=O)O)o3)[nH]c2cc1C | 0% | ? | /
Cc1cc2ccccn2c1C(=O)c1ccc(Cl)cc1 | 16% | -9% | 0%
CCOC(=O)C1=C(c2ccccc2)N=c2s/c(=C\c3cc(OC)c(OC)c(OC)c3)c(=O)n2C1c1cccs1 (configuration not stated) | -12% | -3% | -8%
Cc1cccc(C)c1NC(=O)Cn1c(SCC(=O)NCc2ccccc2)nc2ccccc21 | / | 0% | 6%

Later entries
SMILES | N370S GC | FEN1 inhibitor | TDP1 block
Cc1ccc(SC(CC(=O)c2ccc(C(C)(C)C)cc2)C(=O)O)cc1 (configuration not stated) | 8% | 0% | 5%
CCOC(=O)c1cccc(Nc2nc(C)cc(C)n2)c1 | -2% | 6% | 0%
O=C1CN(S(=O)(=O)c2cccc(Cl)c2Cl)c2ccccc2N1 | -16% | -5% | 4%[0.0935 µM]
O=C1C2C(c3ccccc3)CC=CC2C(c2cccc([N+](=O)[O-])c2)N1Cc1ccccc1 (configuration not stated) | 1% | 12% | 13%
O=Nc1ccc(NO)cc1 | -9% | / | -2%
COc1cccc(-c2sc3ccc(OC)cc3c2-c2ccc(OCCN3CCCCC3)cc2)c1 | / | -18% | 5%[56.1 µM]
O=C1CC(c2ccc3ccccc3c2)NN1 (configuration not stated) | / | 18% | 3%
Cc1ccc(S(=O)(=O)Nc2ccccc2F)cc1C(=O)NNC(=O)c1ccccc1O | -10% | 0% | /
COc1ccc(-n2c(=O)c3c4c(sc3n3c(=S)[nH]nc23)CCCC4)cc1 | 0% | 1% | 7%
CCCC(=O)Nc1sc(C)c(-c2ccc(C(C)CC)cc2)c1C#N (configuration not stated) | 2% | -3% | -8%

Filtered by structure: those above with a Cl atom
SMILES | N370S GC | FEN1 inhibitor | TDP1 block
COc1ccc(-n2c(=O)c3c4c(sc3n(Cc3c(F)cccc3Cl)c2=O)CN(C(C)=O)CC4)cc1OC | / | 8% | -3%
COc1ccc(C(C)NC(=O)c2ccc(Cl)cc2)cc1OC (configuration not stated) | -2% | 9% | 1%
CCOC(=O)C1CCCN(C(=O)Cc2c(F)cccc2Cl)C1 (configuration not stated) | 0% | -15% | 9%
COc1cc(COc2cc(N)c(Cl)cc2C(=O)CCC2CCN(CCNS(C)(=O)=O)CC2)cc(OC)c1 | -19%&-24% | / | 11%&8%
Nc1c(Cl)ncnc1NCC(O)CO (configuration not stated) | 4% | -5% | 1%
COc1ccc(NC(=O)c2c(C)nn(-c3ccccc3)c2Cl)cc1 | 0% | 7% | /
CCN(C(=O)CN1CCN(c2cccc(Cl)c2)CC1)c1c(N)n(Cc2ccccc2)c(=O)[nH]c1=O | -5% | -4% | 1%
Cn1c(Cl)nc2c1c(=O)n(Cc1cccc(Br)c1)c(=O)n2C | -2% | -20% | 4%
COc1ccc(-n2c(C)nc3c(cnn3-c3ccc(Cl)cc3)c2=O)cc1 | 2% | 6% | 4%
Cc1cc2ccccn2c1C(=O)c1ccc(Cl)cc1 | 16% | -9% | 0%
O=C1CN(S(=O)(=O)c2cccc(Cl)c2Cl)c2ccccc2N1 | -16% | -5% | 4%[0.0935 µM]

More results
SMILES | N370S GC | FEN1 inhibitor | TDP1 block
COC(=O)[C@@]1(Cc2ccc(F)cc2)[C@H]2c3cc(C(=O)N(C)C)n(Cc4ccsc4Br)c3C[C@H]2CN1C(=O)c1ccccc1 | 8% | / | 20%
COc1ccc(CNC(=O)CSc2ncc3c(n2)-c2cc(Cl)ccc2N(Cc2ccccc2)S3(=O)=O)cc1 | / | -1% | 3%
Cc1cccc(CC(=O)NCCN2CCCCC2)c1 | -1% | 1% | 2%
COc1cccc(-c2c(C#N)c(N)nc3c2c(C)nn3-c2ccccc2)c1O | -5% | -7% | /
COCCCNC(=O)C1CCCN(S(C)(=O)=O)C1 (configuration not stated) | 0% | 10% | 4%
Nn1c(Cc2cccc3ccccc23)nnc1SC1CCOC1=O (configuration not stated) | 3% | 0% | -7%
O=C(Nc1ccccc1C(F)(F)F)c1cc(-c2ccc(O)cc2)on1 | 3% | -14% | -2%
Cn1c(-c2cccc([N+](=O)[O-])c2)cnc1NCc1cccc([N+](=O)[O-])c1 | -13% | 3% | 3%
Cc1cc(Br)cc(C)c1NC(=O)c1cnc2ccccn2c1=O | / | 17% | -4%
Cc1ccc(CNC(=O)c2ccc3c(=O)c(O)c(-c4ccc(C)cc4)[nH]c3c2)cc1 | 3% | -10% | 5%
CCOc1ccccc1NC(=O)CSc1nccn1-c1ccccc1 | 21% | -1% | 10%
Cc1nc(C)c(/C(O)=C\c2nc3ccc([N+](=O)[O-])cc3oc2=O)o1 | 8% | ? | /
Cc1cc(N2CCCC2=O)cc(C)c1S(=O)(=O)NCCOc1ccc(C(C)(C)C)cc1 | 7% | -21% | 3%[56.1 µM]
O=C(CSc1ccc(-c2ccccn2)nn1)N1CCc2ccccc21 | 3% | -6% | 0%
O=C(CCS(=O)(=O)c1cc(Br)cc2c1N(C(=O)C1CC1)CC2)NCc1ccco1 | -1% | 5% | 0%
Cc1noc(/C=C/c2ccco2)c1S(=O)(=O)N1CCC(C(=O)NC(C)c2ccccc2)CC1 (configuration not stated) | 3% | -18% | 0%
CCCCN(CC)CCCNC(=O)c1nn(-c2ccc(OC)cc2)c(=O)c2c1c1ccccc1n2C | / | -5% | -5%
O=C(Nc1ccc(Cl)cn1)c1ccc(Oc2ccccc2)cc1 | 5% | -19% | /
Cc1ccccc1NC(=O)C1CCCN1/C=C/C(=O)C(F)(F)F (configuration not stated) | 3% | -1% | 5%
Cc1cc(OCCCCCNCCO)ccc1Cl | -9% | -3% | 2%
O=C(NN=C1CCCCCC1)NC1CCCCC1 | ? | 0% | -3%

High-throughput results: PubChem BioAssay, National Center for Advancing Translational Sciences (NCATS)
